IL-2 act = IL-2 activation; IL-2 activation reporter assay, cell-based qHTS; stimulated with anti-CD3/CD4/CD28 beads; in transgenic mouse T cells; activation, % (series mostly up to about 46 µM); hit rate 0.065% among 360,000; in the data active = activation above about 50%; inconclusive = mostly about 30% to 49%; note: 0% is about no effect
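Readout: EGFP and DsRed signals by fluorescent plate cytometry. Unstimulated transgenic mouse T cells received compound 60 min before antibody-bead stimulation, then incubated 18 h at 37 degrees C.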
PLK1 PBD inh = inhibitors of human PLK1 polo-box domain binding. P53350. Plk1 PBD binding of FITC phosphopeptide, fluorescence polarization. Potency, µM, for inactives: max response, negative = inhibition, most hits filed as inhibitors. hit rate 2.8% among 360,000. AID 720504; note: potency is the fitted concentration of half-maximal effect; series mostly up to about 57 µM; % is set by controls: 0 for no effect and ±100 for the full control effect; nearly all actives have a fitted effect of over 65% in size
Target sequence (P53350 whole entry, looked up, the tested form may be a part): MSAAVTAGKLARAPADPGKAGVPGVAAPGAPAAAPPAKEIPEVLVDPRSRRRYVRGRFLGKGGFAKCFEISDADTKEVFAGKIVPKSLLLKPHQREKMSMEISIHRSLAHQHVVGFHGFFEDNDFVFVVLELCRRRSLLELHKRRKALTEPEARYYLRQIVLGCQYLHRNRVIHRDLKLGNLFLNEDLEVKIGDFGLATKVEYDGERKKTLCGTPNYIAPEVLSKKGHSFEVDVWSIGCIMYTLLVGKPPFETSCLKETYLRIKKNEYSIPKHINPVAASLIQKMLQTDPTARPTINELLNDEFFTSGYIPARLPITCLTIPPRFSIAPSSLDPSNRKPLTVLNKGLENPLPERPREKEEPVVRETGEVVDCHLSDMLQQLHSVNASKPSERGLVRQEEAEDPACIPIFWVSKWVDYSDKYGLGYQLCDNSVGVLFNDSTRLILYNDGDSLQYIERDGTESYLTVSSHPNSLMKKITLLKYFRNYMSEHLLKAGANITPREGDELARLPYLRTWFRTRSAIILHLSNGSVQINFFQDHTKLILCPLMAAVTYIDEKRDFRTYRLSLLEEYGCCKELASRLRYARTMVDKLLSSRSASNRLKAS
PTHR1 ag = activates the human parathyroid hormone receptor PTHR1. hit rate 0.075% among 410,000. Q03431. Potency, µM (doses to about 115 µM), inactives show top-dose activation, actives largely listed as activators. AID 743266. HEK293 GP2 PTHR1 cells, GloSensor cAMP luminescence, 1 h; note: potency is the fitted concentration of half-maximal effect; nearly all actives have a fitted effect of over 55% in size; some results filed as inactive show a strong effect at the top dose; inactives centre near -15; many of its hits are not listed in these tables
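HEK-293-derived GP2 cells expressing PTHR1 and a GloSensor cAMP reporter, 3,000/well, plated overnight, given luciferin plus IBMX (each 0.5 mM as added) for 1 h at 37 °C, then compound for 1 h at 37 °C. Luminescence was read after 15 min at room temperature.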
GLP-1R agonist = GLP-1 receptor (human) agonism; HEK293 GLP-1R CRE-luciferase, luminescence, 4-6 h; cells express a hypersensitive GLP-1R form; Potency, µM (highest dose often 45.6 µM), for the others: top-dose activation, hits mostly activators; hit rate 0.007% among 380,000; P43220; AID 624172; note: potency is the fitted concentration of half-maximal effect; % of control where 0% means no effect
PI5P4Ka inh = blocks human PI5P4K alpha kinase activity; P48426; PI5P4Kalpha enzyme, ADP-Glo luminescence, 60 min; hits give low values; max response, %; hit rate 1.2% among 330,000; AID 652105; active = max response of -50% or lower; inconclusive = between -30% and -50%; inactive = -30% or higher; note: value at the top dose of about 77 µM; % is set by controls: 0 for no effect and ±100 for the full control effect
Target sequence (P48426 whole entry, looked up): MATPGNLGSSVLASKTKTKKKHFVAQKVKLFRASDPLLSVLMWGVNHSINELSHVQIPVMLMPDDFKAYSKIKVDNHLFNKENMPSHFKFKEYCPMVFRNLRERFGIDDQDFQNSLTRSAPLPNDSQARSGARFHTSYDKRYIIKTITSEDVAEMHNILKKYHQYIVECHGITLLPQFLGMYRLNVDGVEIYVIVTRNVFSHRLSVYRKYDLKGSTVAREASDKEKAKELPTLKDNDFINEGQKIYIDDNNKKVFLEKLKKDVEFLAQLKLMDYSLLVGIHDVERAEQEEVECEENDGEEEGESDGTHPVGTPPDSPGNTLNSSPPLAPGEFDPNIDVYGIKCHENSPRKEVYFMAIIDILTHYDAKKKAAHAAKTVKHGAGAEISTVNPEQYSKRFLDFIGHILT
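Compounds were pin-transferred onto PI5P4Kalpha and substrate in HEPES pH 7.4 buffer with EGTA, CHAPS and 5% DMSO. ATP (5 microM final) started the reaction, which ran 60 minutes at room temperature before ADP-Glo detection.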
GLP1R cytotox = cytotoxicity in counter-screen for GLP-1R inverse agonists. Potency, µM (highest dose often 38.3 µM), for inactives: at the top dose activity change, negative = inhibition, usual class: inhibitors. hit rate 0.13% among 410,000. HEK293 cAMP-luciferase reporter cells, luminescence, 24 h;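 note: loss of luciferase light is scored as toxicity; potency is the fitted concentration of half-maximal effect; % is set by controls: 0 for no effect and ±100 for the full control effect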
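Quantitative HTS format, 1536 wells, 200 cells/uL seeded. Compounds: 23 nL, 24 h, 37 °C. Detection: luciferase reagent, luminescence at 12 min RT; decreased signal taken as cytotoxic.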
EPAC1 antag = antagonists of human EPAC1; O95398; EPAC1 GEF assay, Rap1b-BODIPY-GDP exchange fluorescence; Potency, µM (doses to about 115 µM), inactives show at the top dose activity change, negative = inhibition, actives largely listed as inhibitors; hit rate 0.14% among 360,000;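 note: potency is the fitted concentration of half-maximal effect; plate controls were vehicle for no effect and positive control for full effect; nearly all actives have a fitted effect of over 50% in size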
GLP1R inv ag = inverse agonists of human GLP-1 receptor; HEK293 GLP-1R CRE-luciferase, luminescence, 24 h; GLP-1R form is constitutively active; Potency, µM (top dose mostly 38.3 µM), without a hit: at the top dose activity change, negative = inhibition, actives largely listed as inhibitors; hit rate 1.6% among 410,000; AID 624417; note: potency is the fitted concentration of half-maximal effect; % is set by controls: 0 for no effect and ±100 for the full control effect; nearly all actives have a fitted effect of over 55% in size
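Inverse agonists were sought by their lowering of basal cAMP reporter luciferase output in HEK293 cells stably carrying constitutively active human GLP-1R, after 24 h compound treatment.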
EPAC1 agonist = EPAC1 (human) agonism; O95398; EPAC1 agonist qHTS, biochemical assay; response scale: 100% = response to 6.5 mM cAMP; Potency, µM (highest dose often 154 µM), for the others: at the highest dose activation, hits mostly activators; hit rate 0.073% among 360,000; AID 720707; note: potency is the fitted concentration of half-maximal effect; nearly all actives have a fitted effect of over 60% in size
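Nucleotide exchange by EPAC1 (100 nM) on Rap1B–BODIPY-GDP (250 nM) in the presence of 50 uM GDP is tracked fluorescently at 480/540 nm over 30 min. Signals are normalized to a 6.5 mM cAMP control.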
* marks the source's active call; other numbers are inactive results; i = inactive; ? = inconclusive; nt = no result given; [ ] = another dose, or the depositor's remark. Unless noted, calls come from the whole dose curve; as a rule, active = well fitted curve in the direction sought with a large enough effect; inconclusive = small, poorly fitted or top-dose-only effect, or another doubt; inactive = no such curve, though single readings can be large; an effect the other way counts as inactive or inconclusive. An excerpt. The share of hits here may be higher or lower than overall.

SMILES	IL-2 act	PLK1 PBD inh	PTHR1 ag	GLP-1R agonist	PI5P4Ka inh	GLP1R cytotox	EPAC1 antag	GLP1R inv ag	EPAC1 agonist
Cc1cccc(C)c1NC(=O)CCCCCC1NC(=O)NC1C (stereo not drawn)	1.7	1%	i	-1%	7	2%	4%	1%	8%
COC(=O)c1ccc(NC(=O)c2snnc2-c2ccccc2)cc1	-0.2	7%	-91%[inhibitor]	-3%	3	17%	?	?	2%
CCCc1nc2ccc(C(=O)OC)cn2c1Cc1ccccc1C(F)(F)F	-0.6	-10%	-22%	18%	-2	-5%	-12%	-30%	-3%
COc1ccc(C(=O)CSc2ccc3nnc(-c4cccnc4)n3n2)cc1	-1.6	-19%	12%	1%	5	2%	-17%	-2%	-3%
Cc1oc(-c2ccccc2Cl)nc1CS(=O)(=O)CC(=O)NC1CCCC1	-2.4	-8%	-42%[inhibitor]	-3%	-2	4%	-11%	-32%	-5%
O=C(NCCOc1ccccc1F)Nc1ccc(Br)cc1	-1.0	6%	-15%	7%	3	-3%	-5%	?	-5%
C/C(N)=C(/C#N)C(=O)CSc1nc2ccc(C)cc2[nH]1	-2.0	-18%	-67%[inhibitor][57.5 µM]	-4%	nt	3%	-10%	-1%	9%
COc1ccc(-c2cc(-c3ccccc3)nc(-c3ccc4c(c3)NC(=O)CO4)c2)cc1	-0.9	5%	-6%	2%	15	1%	13%	0%	7%
Cc1cnc(NC2=NCCC2)s1	-3.2	-3%	i	6%	-4	?	-3%	?	2%
Clc1ccc(NCc2nnc3n2CCCCC3)cc1	-0.3	-6%	-1%[57.5 µM]	-4%	3	-9%	-7%	2%	0%
CC(=O)c1cc2c(cc1NC(=O)CN1CCCCCCC1)OCO2	-2.6	-12%	i	30%	0	-3%	10%	?	1%
O=c1[nH]c(=O)c2nc3ccccc3nc2[nH]1	-0.6	nt	2%	-2%	nt	nt	12%	nt	4%
O=C(Nc1nnc(-c2ccc(F)cc2)s1)c1ccco1	-0.3	-3%	i	4%	1	-2%	0%	15%	1%
Cc1c(-c2cc(C(=O)O)c3ccccc3n2)cnn1C	3.0	-4%	-12%	-3%	-1	-1%	-2%	8%	8%
Cc1ccc(NC(=O)[C@@H](c2ccccc2)N2Cc3ccccc3C2=O)cc1F	nt	nt	-17%	-4%	nt	-7%	nt	10µM*	nt
O=C(COc1ccc(NC(=O)c2ccccc2)cc1)c1ccccc1	-0.3	-11%	4%	0%	4	-19%	-17%	?	3%
COc1cc(CN2CCNC(=O)C2CC(=O)N2CCCO2)cc(OC)c1 (stereo not drawn)	-0.4	-17%	i	10%	0	10%	3%	13%	8%
O=C(CCCCCBr)N1CCC(CC2CC(c3ccc(Cl)cc3)=NO2)(C(=O)NCC2CCCCC2)CC1 (stereo not drawn)	63*	9%	-19%	-3%	2	20%	3%	4%	-12%
Cc1ccc(-n2c(Cl)c(Cl)[nH]c(=O)c2=O)cc1	-3.5	-12%	i	-5%	-6	6%	-11%	-13%	-5%
Nc1cc(=O)[nH]c(SCc2ccc(Cl)cc2)n1	-0.1	-7%	i	2%	-6	1%	13%	31%[activator]	-2%
COc1ccc(-n2c(CNc3ccc(C)cc3)nnc2SCc2ccccc2)cc1	0.3	-7%	i	-9%	-1	-2%	-5%	?	15%
O=S(=O)(CCc1nc2ccccc2[nH]1)c1ccc(Br)cc1	1.0	-1%	-20%	3%	-5	17%	-23%	-2%	-8%
COc1cc(OC)cc(C(=O)Nc2cc(-c3cn4cccnc4n3)ccc2C)c1	0.5	3%	i	2%	-1	-8%[7.66 µM]	5%	-2%[7.66 µM]	-5%
CC(=O)c1sc(NC(=O)CCCc2nc3ccccc3c(=O)[nH]2)nc1-c1ccccc1	4.5	-8%	i	1%	-2	-11%	-11%	-21%	12%
CCOc1ccc(-n2c(SCC(N)=O)nc3c([nH]c4ccccc43)c2=O)cc1	0.5	-3%	-3%	4%	-1	5%	?	7%	-28%
CC(C)c1ccc(NC(=O)C(c2ccc3c(c2)OCO3)N2CCCCC2)cc1 (stereo not drawn)	-4.3	10%	-16%	-3%	1	-17%	-8%	4µM*	-11%
COc1ccc(N2CCN(C3CCCN(Cc4cccc(OC)c4)C3)CC2)cc1 (stereo not drawn)	-3.7	-11%	i	3%	-1	-2%	-1%	-38%	5%
COc1cccc(/C=C(\CC(=O)O)c2nc3ccccc3s2)c1	-1.5	-21%	i	15%	-1	-9%	17%	-2%	-1%
COc1ccccc1CN1CC(C(=O)NCc2nc3ccccc3n2C)CCC1=O (stereo not drawn)	1.6	1%	i	0%	6	-5%	-3%	4%	1%
CCOC(=O)CSc1nn(C)c(=S)s1	-0.9	?	i	-3%	-1	6%	4%	0%	-11%
O=c1c2ccccc2nc(-c2ccccc2Cl)n1O	-0.2	-5%	-5%	1%	0	16%[7.66 µM]	-9%	-2%[7.66 µM]	4%
Cc1cc(C)cc(NC(=O)Nc2ccc(-n3ccc(C(F)(F)F)n3)cc2)c1	-0.6	2%	i	0%	16	?	7%	2.2µM*	-7%
Cn1c(=O)c2c(nc(SCC(=O)N3c4ccccc4CCc4ccccc43)n2C)n(C)c1=O	-1.6	1%	-16%[57.5 µM]	1%	nt	-7%	17%	-1%	-3%
Cc1ccc([C@H]2C[C@H](n3cc(C4CC4)nn3)[C@@H](O)CN2C(=O)c2cccs2)cc1	-2.5	2%	-10%	5%	0	4%	-11%	-10%	-14%
O=C(COC(=O)c1ccc(S(=O)(=O)NCc2ccco2)cc1)Nc1ccc(OC(F)F)cc1	1.2	-9%	i	-10%	-4	-15%	5%	4%	1%
Cc1ccc(C)c(S(=O)(=O)N2CCN(C(=O)[C@@H]3CCCN3C(=O)c3cccs3)CC2)c1	-0.3	0%	i	0%	-7	2%	0%	26%	12%
CCOc1ccc(OCC)c(NC(=O)c2cnn(-c3ccc(F)cc3)c2-n2cccc2)c1	nt	nt	-6%	-5%	nt	-3%	nt	?	nt
CN1/C(=C\C(=O)c2cccc([N+](=O)[O-])c2)Sc2ccccc21	0.5	-12%	-21%	7%	-8	2%	-10%	14%	12%
O=C(Cn1ncc(Cl)c(Cl)c1=O)N1CCc2ccccc21	-4.5	-13%	-31%[inhibitor]	-9%	?	5.6µM*	-6%	?	-6%
C=CCn1c(SCC(=O)C(C)(C)C)nnc1-c1cccs1	-0.1	-8%	-2%[57.5 µM]	-10%	nt	3%	0%	-6%	0%
CCOC(=O)C1(C)CCCN(C(=O)c2cc(F)ccc2C)C1 (stereo not drawn)	0.3	6%	-16%	-4%	2	-1%	5%	21%	-4%
COc1ccc(/C=C/C(=O)NCCc2nc3ccccc3[nH]2)cc1	0.2	-4%	i	16%	1	-2%	18%	-1%	10%
COc1ccc(S(=O)(=O)N2CCCC(C(=O)NCC3CCCO3)C2)cc1OC (stereo not drawn)	-0.9	-28%	-21%	-2%	-2	-1%	-9%	8%	-5%
Cc1ccc(CNC(=O)COC(=O)c2cnc(C)cn2)cc1	-3.4	-13%	-1%	?	-1	-10%	-9%	-15%	-2%
O=c1c(Br)c(N2CCOCC2)cnn1-c1ccccc1	-0.2	3%	-4%	-5%	9	-9%	12%	1%	8%
O=C(CSc1nc(=O)n(CCCN2CCOCC2)c2c1CCCC2)Nc1ccc(F)cc1	-0.1	-4%	i	-8%	-3	7%	0%	11%	-6%
CC(=O)C1=NOC(CNC(=O)c2c(-c3ccccc3Cl)noc2C)C1 (stereo not drawn)	1.5	-9%	-4%	3%	-7	-19%	2%	?	5%
CC(NC(=O)C(Cc1ccccc1)NC(=O)c1ccccc1)C(=O)O (stereo not drawn)	-1.4	-5%	-14%[57.5 µM]	-9%	nt	8%	-8%	-2%	3%
Cc1ccc(NC(=O)COC(=O)Cc2c(F)cccc2Cl)cc1S(=O)(=O)N1CCOCC1	0.8	-1%	-40%[inhibitor]	-7%	0	10%	-6%	0%	6%
COc1ccccc1-c1nnc(SCC(=O)NC2CCCCC2)n1C	1.1	1%	i	11%	-4	-4%	5%	3%	12%
Cc1cccc2c(N=O)c(O)n(CCc3ccccc3)c12	1.0	-5%	i	10%	-3	-27%	-24%	?	11%
CCCn1c(C)cc(/C=C(\C#N)C(=O)OCC(=O)Nc2ccc(OC)c(Cl)c2)c1C	-0.2	-4%	-7%	-2%	-10	22%	-12%	-1%	-13%
O=C(NCCc1ccc(Cl)cc1)C1CCN(S(=O)(=O)c2cccc3nonc23)CC1	-0.2	-4%	i	-16%	-7	-1%	-13%	12%	-15%
CCOC(=O)c1cccnc1SCC(=O)NCc1ccccc1	-1.4	-5%	i	15%	nt	-2%	8%	0%	-7%
CCN(CC)S(=O)(=O)c1cc(C(=O)Nc2cc(C)on2)c(Cl)cc1Cl	0.2	-10%	i	-7%	-4	-7%	-8%	-7%	3%
O=C(OCC1CCCN2CCCCC12)c1ccc2c(c1)OCO2 (stereo not drawn)	-1.3	6%	-1%[57.5 µM]	3%	nt	-17%	7%	-4%	12%
CC(=O)N1CCOc2ccc(S(=O)(=O)Nc3ccc(C)cn3)cc21	-0.4	-18%	-21%	-2%	-1	0%	0%	-2%	12%
O=C1C(Sc2cccc(F)c2)=C[C@@]2(O)CC[C@@H](O)[C@]1(Sc1cccc(F)c1)[C@H]2O	0.0	?	-16%	6%	-25	-1%	-1%	-6%	-1%
CN(CC(=O)Nc1cccc(F)c1)C(=O)c1cn(-c2ccccc2)nc1-c1ccc(F)cc1	0.9	-6%	-1%	-1%	11	-22%	-12%	?	7%

Screening data: PubChem, National Center for Advancing Translational Sciences (NCATS)
